Source: PubChem
RORg inh – qHTS for inhibitors of ROR gamma transcriptional activity | Drosophila S2 Gal4-RORgamma UAS-luciferase reporter, 20 h | AID 2551, 2010 | Nuclear receptor ROR-gamma (Mus musculus), P51450 | hit rate 5.4% among 310,000 | Potency, µM (highest dose often 53.6 µM), for inactives: at the top dose activity change, negative = inhibition, actives largely listed as inhibitors; further: potency means the concentration at half of the fitted maximal effect; on the % scale 0 is the no-effect control and ±100 the full control effect; nearly all actives have a fitted effect of over 60% in size
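Using a luciferase readout, inhibitors were identified by reduced reporter activity in Drosophila cells coexpressing a copper-inducible Gal4–ROR gamma fusion and UAS-driven Photinus luciferase, incubated 20 hr after 700 uM copper sulfate.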
Gal4-VP16 FLuc – VP16 counterscreen qHTS for inhibitors of ROR gamma transcriptional activity; Drosophila S2 Gal4-VP16 UAS-luciferase, luminescence, 20 h; hit rate 3.5% among 310,000; AID 2546, 2010; Potency, µM (highest dose often 53.6 µM), for inactives: at the highest dose activity, negative = inhibition, actives largely listed as inhibitors;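 further: Gal4-VP16 expression switched on by copper sulfate through the metallothionein promoter; potency means the concentration at half of the fitted maximal effect; on the % scale 0 is the no-effect control and ±100 the full control effect; nearly all actives have a fitted effect of over 50% in size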
NPC1 promoter act – qHTS Assay for NPC1 Promoter Activators | Huh7 NPC1 promoter luciferase reporter, 24 h | Potency, µM (highest dose often 9.22 µM), without a hit: at the highest dose activation, actives largely listed as activators | hit rate 2.4% among 320,000;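 further: potency means the concentration at half of the fitted maximal effect; % of control where 0% means no effect; nearly all actives have a fitted effect of over 60% in size; reporter is driven by a mutant NPC1 promoter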
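Stable NPC1-promoter luciferase Huh7 line; cpd (DMSO) 24 h, 37 °C, 5% CO2; Amplite luciferase reagent 10 min RT; luminescence readout. qHTS format.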
BRCA1 expr act – qHTS Assay to Identify Small Molecule Activators of BRCA1 Expression; MCF7-BRCA1-FFLuc reporter, luminescence, 48 h; response scale: scaled: vehicle 0%, 10 µM genistein 100%; Potency, µM (doses to about 46.1 µM), without a hit: at the top dose activation, actives largely listed as activators; hit rate 1.1% among 380,000; AID 624202, 2012; further: potency means the concentration at half of the fitted maximal effect; nearly all actives have a fitted effect of over 80% in size; some results filed as inactive show a strong effect at the top dose
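Activators of BRCA1 expression were detected as increased firefly luciferase luminescence in engineered MCF7 cells after 48 h compound incubation. Signals were scaled to genistein 10 microM as full activation.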
FLuc counter – qHTS profiling assay for firefly luciferase inhibitor/activator using purifed enzyme and Km concentrations of substrates (counterscreen for miR-21 project) | AID 588342, 2011 | hit rate 6.9% among 360,000 | Luciferin 4-monooxygenase (Photinus pyralis), P08659 | Potency, µM (top dose mostly 57.5 µM), inactives show top-dose activity change, negative = inhibition, usual class: inhibitors | purified FLuc, Km substrates, luminescence inhibition;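 further: potency means the concentration at half of the fitted maximal effect; plate controls were vehicle for no effect and reference inhibitor for full effect; nearly all actives have a fitted effect of over 55% in size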
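Biochemical qHTS of compounds, final roughly 60 µM downward over six points, against 10 nM purified firefly luciferase using Km concentrations of substrates (10 uM D-luciferin, 10 uM ATP) in Tris acetate pH 7.5 buffer; luminescence output.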
PKM2 activator – qHTS Assay for Activators of Human Muscle isoform 2 Pyruvate Kinase; Pyruvate kinase PKM (Homo sapiens), P14618; purified PKM2, Kinase-Glo ATP luminescence, activation; response scale: 0% is enzyme alone, no compound; Potency, µM (series often up to 57.5 µM), without a hit: at the top dose activation, usual class: activators; hit rate 0.34% among 260,000; AID 1631, 2009; further: potency means the concentration at half of the fitted maximal effect; on the % scale 0 is the no-effect control and ±100 the full control effect; nearly all actives have a fitted effect of over 55% in size
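ATP formation by purified human PK-M2, quantified via coupled luciferase luminescence after 1 h at room temperature with 0.1 mM ADP and 0.5 mM PEP final.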
Rab9 promoter act – qHTS Assay for Rab9 Promoter Activators | Potency, µM (titrated, usually from 9.22 µM), for the others: at the top dose activation, negative = inhibition, hits mostly activators | hit rate 2.8% among 320,000 | Huh7 Rab9 promoter-luciferase reporter, luminescence, 24 h | AID 485297, 2010; further: potency means the concentration at half of the fitted maximal effect; % of control where 0% means no effect; nearly all actives have a fitted effect of over 60% in size
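Luciferase signal after 10 min detection reagent at ambient indicates Rab9 promoter upregulation; stably transfected Huh7 cells were treated 24 h with compound in DMSO at 37 °C, 5% CO2.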
p53 reactivation – qHTS assay for re-activators of p53 using a Luc reporter. H1299 p53-A138V BP100-luciferase reporter, luminescence, 24 h. Potency, µM (titrated, usually from 92.2 µM), for the others: at the top dose activity change, positive = activation, hits mostly activators. hit rate 0.063% among 320,000. AID 504706, 2011; further: potency means the concentration at half of the fitted maximal effect; % of control where 0% means no effect; nearly all actives have a fitted effect of over 45% in size
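H1299 (p53-null), stable ts p53-A138V + BP100-Luc; 1000 cells/well, Opti-MEM/10% FBS; cpd 4 pt, 1:5; 24 h, 37 deg C, 5% CO2; detection reagent 10 min RT; luminescence.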
Menin-MLL TR inh – qHTS Assay for Inhibitors Targeting the Menin-MLL Interaction in MLL Related Leukemias: Competition With Texas Red Labeled MLL-derived Mutant Peptide; O00255; Menin + Texas Red MLL mutant peptide, fluorescence polarization; Potency, µM (series often up to 61.6 µM), inactives show top-dose FP activity change, negative = inhibition, actives largely listed as inhibitors; hit rate 0.23% among 270,000; active means well fitted inhibition curve with a large enough effect in the polarisation, with a control signal flat, not every such curve was filed as active; inconclusive means small, poorly fitted or top-dose-only effect, or effect the other way, or a change in a side signal; inactive means no such curve, though single readings can be large or run the other way; the % refers to the polarisation; further: potency means the concentration at half of the fitted maximal effect; % of control where 0% means no effect; many of its hits are not listed in these tables
Target sequence (O00255 whole entry, looked up): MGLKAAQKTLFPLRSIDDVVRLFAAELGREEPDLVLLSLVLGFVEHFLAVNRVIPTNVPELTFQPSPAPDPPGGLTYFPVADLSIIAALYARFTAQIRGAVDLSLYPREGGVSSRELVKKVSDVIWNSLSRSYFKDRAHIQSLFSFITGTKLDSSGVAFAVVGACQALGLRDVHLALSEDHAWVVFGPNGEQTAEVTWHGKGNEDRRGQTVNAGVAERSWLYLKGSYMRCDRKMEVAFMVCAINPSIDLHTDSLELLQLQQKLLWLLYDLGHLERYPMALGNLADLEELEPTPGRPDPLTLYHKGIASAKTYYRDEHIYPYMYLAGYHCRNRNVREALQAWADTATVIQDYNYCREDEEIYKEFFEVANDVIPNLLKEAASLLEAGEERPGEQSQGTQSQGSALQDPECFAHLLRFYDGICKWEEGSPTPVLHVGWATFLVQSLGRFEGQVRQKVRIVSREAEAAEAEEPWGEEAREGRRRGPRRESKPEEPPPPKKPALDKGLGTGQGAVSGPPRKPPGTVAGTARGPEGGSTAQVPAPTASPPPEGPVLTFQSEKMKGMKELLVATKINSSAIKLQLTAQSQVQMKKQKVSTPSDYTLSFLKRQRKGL
ELG1 genotox – qHTS screen for small molecules that induce genotoxicity in human embryonic kidney (HEK293T) cells expressing luciferase-tagged ELG1; HEK293T ELG1-luciferase reporter, luminescence, 16 h; Potency, µM (top dose mostly 46 µM), for inactives: at the top dose activity change, positive = activation, hits mostly activators; hit rate 1.3% among 330,000; AID 504466, 2011; further: potency means the concentration at half of the fitted maximal effect; % of control where 0% means no effect; nearly all actives have a fitted effect of over 60% in size
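HEK293T cells expressing luciferase-tagged ELG1 were treated with compound or DMSO for 16 hr at 37°C. Luciferase activity was then read after 30 min with ONE-Glo at room temperature; rising signal flags genetic stress.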
Giardia killer – Small Molecules that selectively kill Giardia lamblia: qHTS; Giardia lamblia trophozoite viability; activity change, % at 7.66 µM, hits read low; hit rate 0.15% among 340,000; AID 540267, 2011; in the data active means activity change below about -80%; inconclusive means between about -30% and that limit;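 further: parasites exposed to compound for two days anaerobically before the ATP read; on the % scale 0 is the no-effect control and ±100 the full control effect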
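Luminescent ATP signal served as the viability read-out, measured 15-30 min after adding ATP detection reagent to trophozoites that had been incubated with compounds for 48 hrs at 37 deg C anaerobically at 100 cells/well.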
* = called active by the depositor; ? = inconclusive; / = not tested or not shown; & = joins results of further samples; [ ] = remark or other dose. Unless noted, the call rests on the fitted dose curve; in most records, active means well fitted curve in the direction sought with a large enough effect; inconclusive means small, poorly fitted or top-dose-only effect, or another doubt; inactive means no such curve, though single readings can be large; an effect the other way counts as inactive or inconclusive. A portion of the library; the hit share may differ from the screen's.

Preview, 2 compounds:
compound,Gal4-VP16 FLuc,Giardia killer,BRCA1 expr act,Menin-MLL TR inh,NPC1 promoter act,RORg inh,PKM2 activator,p53 reactivation,Rab9 promoter act,FLuc counter,ELG1 genotox
CCCCCCOc1ccc(OC(=O)c2cccnc2)cc1,-2%,-3,1%,-20%,?,-21%,-2%,8%,-8%,-18%,4%
Cc1ccc(-c2csc(NC(=O)C[n+]3cc(-c4ccccc4)n4c3CCC4)n2)cc1,-1%,-19,40%,/,-3%,37%,-3%,10%,17%,-9%,-2%

All compounds of this part, from the start:
compound,Gal4-VP16 FLuc,Giardia killer,BRCA1 expr act,Menin-MLL TR inh,NPC1 promoter act,RORg inh,PKM2 activator,p53 reactivation,Rab9 promoter act,FLuc counter,ELG1 genotox
CCCCCCOc1ccc(OC(=O)c2cccnc2)cc1,-2%,-3,1%,-20%,?,-21%,-2%,8%,-8%,-18%,4%
Cc1ccc(-c2csc(NC(=O)C[n+]3cc(-c4ccccc4)n4c3CCC4)n2)cc1,-1%,-19,40%,/,-3%,37%,-3%,10%,17%,-9%,-2%
COc1ccc(-c2ccc(C#N)c(SCC(=O)NCc3ccco3)n2)cc1OC,-52%,-12,-12%,/,-4%,50%,-7%,-2%,-3%,-1%,0%
COc1ccc(-c2noc(CSc3ccc(C)cc3)n2)cc1,20%,4,19%,9%,-2%,37%,-16%,0%,-4%,?,9%
Cc1ccccc1N1C(=O)CC(N(O)c2ccccc2)C1=O (stereo not drawn),4%,4,0%,-3%,10%,0%,0%,29%,14%,0%,/
Cc1[nH]c2ccccc2c1C(=O)C(=O)NCCC1=CCCCC1,-9%,-1,-6%,-1%,-2%,18%,7%,9%,0%,-7%,-2%
CCCC(=O)Nc1ccc(C(=O)NNC(=O)c2ccccc2Br)cc1,-7%,-5,0%,9%,0%,-5%,2%,-4%,-13%,-16%,-1%
COc1ccc(NC(=S)Nc2ccc(OCc3ccccc3)cc2)cc1OC,-4%,-11,7%,4%,0%,-6%,1%,-4%,-4%,-3%,1%
COc1ccc(/C=C(/NC(=O)c2cccc([N+](=O)[O-])c2)C(=O)O)cc1OC,1%,4,20%,-3%,-2%,0%,13%,-1%,1%,0%,4%
O=C1CCC(=O)N1CC(O)COc1ccccc1 (stereo not drawn),2%,-10,6%,17%,-8%,12%,8%,-2%,-7%,-2%,0%
Cc1ccc(S(=O)(=O)NCc2ccc(C(=O)N3CCCC3)cc2)cc1,-8%,-2,-1%,-10%,1%,?,-3%,-1%,-2%,0%,-2%
COC(=O)N/N=C\c1cccc(OC(=O)c2cccs2)c1,-17%,-20,2%,18%,-2%,25%,5%,-1%,-4%,-15%,7%
Cc1ccc(C)c(C(=O)C(C)Sc2nc3nn(-c4ccccc4)c(=O)c-3c3n2CCCCC3)c1 (stereo not drawn),0%,-7,0%,32%[activator],-1%,11%,3%,20%,7%,1%,-4%
COC(=O)C(C)Oc1ccc2c(-c3cccc([N+](=O)[O-])c3)cc(=O)oc2c1 (stereo not drawn),0%,-1,1%,-18%,-2%,-2%,-1%,5%,1%,-1%,1%
COc1ccc(CN(CC(=O)NC(C)C)C(=O)CCC(=O)Nc2nccs2)cc1,1%,4,-10%,/,-3%,-1%,/,0%,-3%,0%,3%
O=C(Nc1cccc(O)c1)c1cccc(NC(=O)c2cccs2)c1,1%,-23,28%,26%,15%,27%,-2%,15%,0%,13µM*,-12%
CCN1CCCC1CNC(=O)CCc1nc(-c2ccc(C)cc2)no1 (stereo not drawn),-12%,-12,17%,-8%,-4%,-13%,-1%,13%,-8%,4%,1%
O=C(COc1ccc2ccccc2c1)Nc1ccncc1,13µM*,-13,-4%,14%,2%,?,3%,5%,-12%,9.5µM*,-2%
COc1ccc(Cl)cc1NC(=O)COC(=O)CCCN1C(=O)c2ccccc2C1=O,-14%,1,11%,3%,-2%,-18%,1%,-4%,-4%,1%,-2%
CC(C)NCC(O)c1ccc(NS(C)(=O)=O)cc1 (stereo not drawn),-4%&4%&2%,5,9%,-10%&0%&2%&3%,-2%[46.1 µM],-7%,-1%,/,-2%[46.1 µM],-1%,/
COc1ccc(NC(=O)CSc2nc(O)cc(=O)n2-c2ccccc2OC)cc1,-3%,-16,2%,?,-2%,5%,-5%,7%,15%,-2%,2%
Cn1cccc1C(=O)/C(C#N)=C/c1ccc(F)cc1,21%,8,-1%,0%,2%,-2%,/,-3%,-4%,6.7µM*,1%
COc1cccc(C(C#N)N2CCOCC2)c1 (stereo not drawn),11%,-3,39%,1%,-3%,2%,5%,3%,4%,5%,1%
Cc1cc[n+](-c2[nH]c(=O)sc2/C=N/NC(=O)c2ccccc2[O-])cc1C,-12%,8,-22%,26%,0%,-27%,-1%,8%,-3%,1%,2%

Rewritten with two lines to a compound: 2 of the compounds above.
Order of results – Gal4-VP16 FLuc	Giardia killer	BRCA1 expr act	Menin-MLL TR inh	NPC1 promoter act	RORg inh	PKM2 activator	p53 reactivation	Rab9 promoter act	FLuc counter	ELG1 genotox
> Cc1cc[n+](-c2[nH]c(=O)sc2/C=N/NC(=O)c2ccccc2[O-])cc1C
    -12%	8	-22%	26%	0%	-27%	-1%	8%	-3%	1%	2%
> CC(C)NCC(O)c1ccc(NS(C)(=O)=O)cc1 (stereo not drawn)
    -4%&4%&2%	5	9%	-10%&0%&2%&3%	-2%[46.1 µM]	-7%	-1%	/	-2%[46.1 µM]	-1%	/

Remaining list, next part
compound,Gal4-VP16 FLuc,Giardia killer,BRCA1 expr act,Menin-MLL TR inh,NPC1 promoter act,RORg inh,PKM2 activator,p53 reactivation,Rab9 promoter act,FLuc counter,ELG1 genotox
CCOc1ccc2[nH]cc(S(=O)(=O)c3ccc(C)cc3)c(=O)c2c1,-6%,7,-9%,-15%,-1%,?,16%,-4%,-2%,-2%,-12%
Cc1ccc2oc(C(Cl)(Cl)Cl)cc(=O)c2c1,?,13,-79%,-19%,-17%,5µM*,27%,10%,2%,?,9%
Cc1occc1-c1nnc(SCC(=O)NC(C)(C)C)n1CC(C)C,0%,-4,2%,0%,-4%,?,2%,-4%,8%,-3%,2%
COc1ccc(OC)c(S(=O)(=O)N2Cc3ccccc3CC2C(=O)Nc2nccs2)c1 (stereo not drawn),-4%,-5,2%,12%,3%,-43%,-6%,?,?,3%[2.3 µM],14%
Cc1nnc(SCC(=O)NC2CCCCCC2)n1C,/,?,2%,-3%,0%,/,1%,/,4%,-2%,-4%
Cc1ccc(N2CSC3=C(C#N)C(c4cccs4)CC(=O)N3C2)cc1 (stereo not drawn),19%,-6,73%,0%,9%,-3%,-9%,?,?,?,?
CCc1ccc2[nH]c(=O)c(CN(CCO)C(=O)NCc3ccccc3)cc2c1,?,-10,-19%,?,0%,20%,-3%,-1%,2%,1%,-2%
O=C(/C=C/c1ccccc1)Nc1ccc(N2CCCCC2)cc1,?,5,69%,?,?,-7%,9%,26%,4µM*,?,?
CC1Cc2cc(S(=O)(=O)N3CCC(C(=O)Nc4ccccn4)CC3)ccc2N1C(=O)C1CCC1 (stereo not drawn),15%,4,-31%,22%,-3%,33%,/,-11%,-11%,0%,-8%
Cc1ccc(S(=O)(=O)NNC(=O)C(=O)NNS(=O)(=O)c2ccc(C)cc2)cc1,-6%,-18,10%,15%,1%,-6%,1%,-1%,3%,-16%,1%
O=C1CCCN2N=C(SCC(=O)Nc3ccc(Cl)cc3)SC2=N1,2%,13,-9%,-11%,0%,?,0%,-1%,5%,-1%,0%
Cc1nc(NC(=O)CSc2nnc(-c3ccccc3)c(-c3ccccc3)n2)c(Cl)cc1Cl,13%,4,-35%,1%,1%,8%[10 µM],6%,0%,-12%,-10%,-3%
COc1ccc(Nc2nc(N)nc(CCl)n2)cc1,?,-29,33%,/,/,-42%,-33%,?,-48%[inhibitor],6µM*,?
